# Screening results: PubChem BioAssay, several laboratories
# Lung fibro prol: blocks proliferation of human lung fibroblasts. LL 47 human lung fibroblast viability, ATP luminescence; active compounds read low. viability, % at 10 µM. 85,000 tested, 1.1% active;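 active means viability at or below 50% in the single dose screen; inactive means viability above 50%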;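 further: compound exposure lasted 72 h before the ATP readout; 100% = median luminescence of untreated cell-only wells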
#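 Assay system: human lung fibroblast line LL 47, low passage. Input: 1,150 fibroblasts seeded per well. Times: overnight cell rest, 72 h compound treatment at 37 °C. Evaluation: % viability of median cell-only signal. Technique: luminescent ATP detection, CellTiter-Glo. Control set: cell-only wells, no compound.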
# Mac1 fbg enh: increases human CD11b/CD18 adhesion to fibrinogen; K562 CD11b/CD18 adhesion to fibrinogen, ATPlite luminescence; activation, % at 10 µM; 93,000 tested, 0.07% active; AID 1499;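 active means 10 µM primary screen giving 50% or more activity, confirmed by 40% or more on retest at that dose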; further: strong numbers were not always called active
# ERa SRC1 pot: ER-alpha (human) coactivator binding potentiation | P03372 | TR-FRET ERalpha-LBD/SRC-Cy5 coactivator binding, 2 h; 100 = basal binding, no effect | coactivator binding (% of control), % at 25.6 µM | 86,000 tested, 1.3% active | AID 639; in the data active means activity above about 200%;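 further: binding measured in presence of low estradiol as agonist stimulus; 0% = peptide alone without receptor and 100% = receptor with peptide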
# Target sequence (P03372 whole entry, looked up, the tested form may be a part): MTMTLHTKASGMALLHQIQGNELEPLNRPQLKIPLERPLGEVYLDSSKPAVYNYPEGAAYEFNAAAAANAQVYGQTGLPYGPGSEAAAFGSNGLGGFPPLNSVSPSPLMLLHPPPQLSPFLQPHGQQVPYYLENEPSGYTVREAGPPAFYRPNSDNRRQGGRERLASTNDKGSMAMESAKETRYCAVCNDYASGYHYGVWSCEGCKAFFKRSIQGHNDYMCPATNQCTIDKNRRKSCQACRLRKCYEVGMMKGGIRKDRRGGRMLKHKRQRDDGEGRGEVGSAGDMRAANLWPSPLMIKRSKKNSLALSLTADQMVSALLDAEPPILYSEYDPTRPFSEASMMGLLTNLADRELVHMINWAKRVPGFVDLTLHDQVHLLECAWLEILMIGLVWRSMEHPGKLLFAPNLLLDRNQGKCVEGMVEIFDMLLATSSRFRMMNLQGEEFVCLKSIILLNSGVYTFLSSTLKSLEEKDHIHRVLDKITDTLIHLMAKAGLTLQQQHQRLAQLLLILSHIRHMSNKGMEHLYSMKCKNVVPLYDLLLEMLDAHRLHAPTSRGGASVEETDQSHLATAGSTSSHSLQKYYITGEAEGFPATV
# HUVEC inhibit: blocks proliferation of human endothelial cells; HUVEC proliferation, CellTiter-Glo luminescence, 72 h; active compounds read low; viability, % at 10 µM (by protocol); 86,000 tested, 1.1% active;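 active means viability at or below 30%; inactive means viability above 30%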;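 further: 100% = median luminescence of DMSO-only cell control wells on each plate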
# Smad3 FoxH1 inh: blocks human Smad3 binding to FoxH1 peptide. inhibition, % at 25 µM. P84022. 88,000 tested, 0.29% active. TR-FRET Smad3/Dy647-FoxH1 peptide binding, europium anti-His;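 active means compounds that reduce the energy-transfer binding signal between the protein and its labelled peptide by more than half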;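 further: 0% = Smad3 plus labelled peptide maximal FRET and 100% = peptide-only background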
# ERa SRC1 inh: ER-alpha (human) coactivator binding inhibition. 86,000 tested, 1.7% active. AID 629. TR-FRET ER-alpha LBD / SRC-1 peptide, estradiol-bound. inhibition, % at 25.6 µM. P03372; in the data active means inhibition above about 50%;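 further: 0% = receptor plus peptide control and 100% = peptide only without receptor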
# H69AR inhibit: blocks growth of human H69AR lung tumor cells. H69AR lung tumor viability, ATP luminescence, 72 h; active compounds read low. viability, % at 10 µM. 85,000 tested, 6% active. AID 598;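 active means viability at or below 40%; inactive means viability above 40%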;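 further: multidrug resistant small cell line overexpressing MRP-1 efflux transporter; 100% = mean luminescence of untreated control wells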
# MT1-MMP txn act: activates MT1-MMP transcription | 86,000 tested, 0.16% active | activation factor at 10 µM | HT1080 MT1-MMP promoter luciferase reporter, luminescence, overnight; active compounds read high;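 active means activation factor of at least 2 for MT1-MMP transcription at 10 µM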
# ERb coact inh: ER-beta (human) coactivator binding inhibition; 86,000 tested, 1.3% active; TR-FRET ER-beta LBD / SRC1-Cy5 peptide binding; receptor agonist-loaded with 1 µM estradiol; Q92731; inhibition, % at 25.6 µM;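 active means compounds whose percent inhibition of the receptor-coactivator binding signal exceeds about 50% in the single-dose screen, limit read from the data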;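 further: 0% = receptor plus peptide wells without compound and 100% = peptide-only wells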
# Target sequence (Q92731 whole entry, looked up, the tested form may be a part): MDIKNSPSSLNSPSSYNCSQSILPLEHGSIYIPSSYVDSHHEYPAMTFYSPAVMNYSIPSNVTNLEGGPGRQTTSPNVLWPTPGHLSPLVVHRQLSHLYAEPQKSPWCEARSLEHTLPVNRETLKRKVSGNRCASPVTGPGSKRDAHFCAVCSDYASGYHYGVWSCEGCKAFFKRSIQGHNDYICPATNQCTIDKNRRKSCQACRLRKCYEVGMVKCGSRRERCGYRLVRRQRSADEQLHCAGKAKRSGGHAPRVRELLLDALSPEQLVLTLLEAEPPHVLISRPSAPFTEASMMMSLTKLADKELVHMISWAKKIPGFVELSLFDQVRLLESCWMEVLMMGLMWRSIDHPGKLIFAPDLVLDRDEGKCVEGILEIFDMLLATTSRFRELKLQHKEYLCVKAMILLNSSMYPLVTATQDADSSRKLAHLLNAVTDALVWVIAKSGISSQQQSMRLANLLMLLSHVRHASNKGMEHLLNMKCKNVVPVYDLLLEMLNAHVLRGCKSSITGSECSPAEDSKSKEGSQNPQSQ
# * marks the source's active call; other numbers are inactive results; · = no result given; [ ] = dose if it differs, or a comment. A portion of the library; the hit share may differ from the screen's.
SMILES,Lung fibro prol,Mac1 fbg enh,ERa SRC1 pot,HUVEC inhibit,Smad3 FoxH1 inh,ERa SRC1 inh,H69AR inhibit,MT1-MMP txn act,ERb coact inh
O=C(c1ccc(F)cc1)N1CCN(c2ncccn2)CC1,101.8,-2.7,118.6,104.0,-1.5,0.6,91.4,0.9,-7.4[fluorescence artefact?]
O=C1CCCN1CN1CCCCC1,107.0,-4.9,87.4[fluorescence artefact?],111.3,-0.6,10.0[fluorescence artefact?],98.8,1.2,6.2
CN1CCn2c1nc(N1CCCCC1)nc2=O,100.2,-5.4,112.1,106.4,-9.5,31.7,98.4,1.1,28.9
O=C(Oc1cccnc1)c1cc(S(=O)(=O)N2CCOCC2)ccc1Cl,102.3,0.3,95.6,97.8,5.1,2.4,68.0,1.2,-5.9
COc1cc(-c2noc(-c3cccc(Cl)c3)n2)cc(OC)c1OC,80.8,21.2,233.0*,103.3,-3.0[fluorescence artefact?],4.8[fluorescence artefact?],74.3,1.1,15.8[fluorescence artefact?]
Cc1ccc(S(=O)(=O)NCC2CCC(C(=O)O)CC2)cc1 (centres undefined),98.7,·,109.1[fluorescence artefact?],107.6,-5.2,-7.2,103.3,1.2,-11.6
O=C(CCS(=O)(=O)c1ccc(Br)cc1)N1CCN(c2ccccc2)CC1,107.5,-4.8,154.5[fluorescence artefact?],100.4,1.4,-15.6,94.0,1.3,0.4
Cc1ccccc1OCCSc1nnc(C)n1-c1ccccc1,94.6,-0.1,108.5,84.9,5.7,-7.5,83.9,1.1,10.0
CCOc1ccccc1CNC(=O)Cn1c(=O)oc2ccccc21,97.1,-1.6,89.7[fluorescence artefact?],103.3,-23.1,8.2,89.4,·,54.8*[fluorescence artefact?]
CCOC(=O)c1cc(C)sc1NC(=O)C1CCC1,94.2,-0.5,91.2,104.2,6.2,-19.8,96.5,1.4,-18.9
COc1cc(S(=O)(=O)Nc2ccccc2C)ccc1Cl,99.6,-1.2,86.2,82.4,0.7,-2.3,83.1,1.1,-6.5
c1ccc(CNc2ncnc3c2oc2ccccc23)nc1,99.8,2.0,109.2,106.7,1.5,-12.7,84.8,1.5,-11.8
CCCCOc1ccc(C(O)(CC)CCN2CCOCC2)cc1 (centres undefined),93.5,·,102.2,97.1,9.2,-13.0[fluorescence artefact?],87.1,1.3,-14.4
CC(C)(C)c1nnc2sc(SC/C(O)=C(\C#N)c3nc4ccccc4[nH]3)nn2c1=O,92.7,6.3,69.3,75.9,10.5,68.5*[fluorescence artefact?],41.7,1.2,61.6*
Cc1cccc(NC(=S)NC2CC3CCCC(C2)N3CC(C)C)c1 (centres undefined),96.2,·,96.0,85.6,-0.5,-1.5,65.3,1.1,6.6[fluorescence artefact?]
CS(=O)(=O)N(Cc1nnc(-c2cccs2)o1)c1ccc(Cl)cc1F,83.6,-6.2,107.5,88.0,4.2,5.1,91.1,1.2,7.3[fluorescence artefact?]
Cc1ccc(Sc2ccc(/C=N/O)cc2[N+](=O)[O-])cc1,73.1,-4.3,42.8,76.1,-3.7,5.8[fluorescence artefact?],1.1*,·,16.8[fluorescence artefact?]
CCC(=O)N(CCC1(C(C)C)CCOC(C)(C)C1)Cc1ccco1 (centres undefined),100.3,3.6,111.3,101.3,1.6,0.1,65.3,1.2,35.4
Cc1ccc2cc3c(NC(=O)c4ccco4)nn(C)c3nc2c1,102.3,4.3,97.2[fluorescence artefact?],74.9,3.6,34.8,35.4*,1.2,21.4
O=C(Nc1ccccc1C(=O)NCCN1CCOCC1)c1ccco1,101.4,-5.5,99.4,89.0,23.1[fluorescence artefact?],-19.9,98.0,1.1,-10.8
COc1ccc(N(CC(=O)N2c3ccccc3CC2C)S(=O)(=O)c2c(C)noc2C)cc1 (centres undefined),91.6,2.8,122.1,99.9,-1.6[fluorescence artefact?],-1.7,72.5,1.2,-15.6
CCN1CCN(C(=O)c2ccc(CS(=O)(=O)Cc3ccccc3F)o2)CC1,113.0,1.0,96.4,104.0,-1.2,4.3,97.4,1.1,-3.1
C=CCOC(=O)C(C#N)c1nc2ccccc2nc1N1CCN(Cc2ccc3c(c2)OCO3)CC1 (centres undefined),98.8,61.7,112.1,77.7,-0.2,-14.9,70.8,1.1,-9.9
COc1ccc(Cc2nnc(SCc3nc4ccccc4c(=O)[nH]3)o2)cc1,88.9,0.6,88.1,71.5,10.5,19.9,95.0,1,0.2
COc1ccccc1NC(=O)CSc1ccc2nnc(-c3ccncc3)n2n1,97.5,-3.8,110.5,91.4,-0.8,-4.1,90.3,·,11.8
# New compounds follow.
SMILES,Lung fibro prol,Mac1 fbg enh,ERa SRC1 pot,HUVEC inhibit,Smad3 FoxH1 inh,ERa SRC1 inh,H69AR inhibit,MT1-MMP txn act,ERb coact inh
Cc1ccc(C(=O)C2OC(=O)C(C)(C)C(=O)C2(C)C)cc1 (centres undefined),104.9,-11.0,96.1,104.8,-7.8,-0.7,101.9,1.1,-14.7
COC(=O)c1c(C)cc(C)n2c1nc1ccccc12,102.3,-1.1,114.9,98.1,5.2,3.5,101.8,1.1,0.3
COc1ccc(NC(=O)Nc2c(C)n(C)n(-c3ccccc3)c2=O)cc1,93.2,0.2,127.6,89.5,-8.8,-4.6,101.7,1.3,12.8
CCOC(=O)c1[nH]c(C)c(C(=O)N(C)C)c1C,104.3,-0.3,109.3,99.0,15.0,0.4,93.7,0.9,-3.8
CCCCCCCCCCCNC(=O)c1ccoc1C,87.3,·,64.8,100.5,-1.0,13.1,96.9,1.1,-1.4
O=C(COC(=O)C1CCCCC1C(=O)N1CCc2ccccc21)NCc1ccco1 (centres undefined),110.0,0.0,83.2,89.4,9.8,50.1*[fluorescence artefact?],64.8,1.1,41.7
C=C(C)c1cccc(C(C)(C)NC(=O)Nn2cnnc2)c1,100.4,2.5,98.4,96.6,8.0,3.8,85.3,1.1,-7.4[fluorescence artefact?]
Cc1ccc(NS(=O)(=O)c2cc(C(N)=O)ccc2C)cc1,95.5,0.7,109.5,102.5,7.1,7.0,109.0,1,2.5[fluorescence artefact?]
CN1CCN(C(=O)c2ccccc2N(Cc2ccccc2)S(=O)(=O)c2ccccc2)CC1,84.8,·,99.6,82.4,-4.5,2.3,87.6,1.1,0.5
CC(C)OC(=O)c1cccc(C(=O)Oc2ccc(Br)cc2)n1,89.5,0.2,86.3,79.1,3.1,-7.3,74.6,1.1,4.6
CCc1ccc(NC(=O)CSc2nnc(Cn3c(=O)sc4ccccc43)n2C)cc1,102.8,·,194.3,77.0,4.8,20.7[fluorescence artefact?],76.9,1,19.4
Cc1[nH]nc(N=Cc2c(O)n(C)c(=O)n(C)c2=O)c1-c1ccccc1,107.4,-0.8,106.7,108.0,1.6,-6.1,86.5,1,-2.8
Clc1nc(NCc2cccnc2)nc(N2CCOCC2)n1,101.0,·,30.1[fluorescence artefact?],102.2,-1.6,44.5,83.8,1.1,44.4
CCOC(=O)c1cc(-c2ccccc2)nc2c1c(C)nn2-c1ccccn1,65.9,-1.6,88.6,77.0,-0.7,14.8[fluorescence artefact?],44.8,1.3,12.0[fluorescence artefact?]
COc1ccc(NC(=O)c2sc3cc(C(F)(F)F)cnc3c2-c2cccs2)cc1,97.8,-0.7,232.9*[fluorescence artefact?],83.2,26.4[fluorescence artefact?],33.6[fluorescence artefact?],82.6,1.1,27.1[fluorescence artefact?]
CCOc1ccc(C2/C(=C(\O)c3c(C)[nH]c(C(=O)OC)c3C)C(=O)C(=O)N2CCN(C)C)cc1 (centres undefined),89.8,-2.0,94.5,104.6,-5.4,-8.5,92.2,1.1,-2.2
COC(=O)c1c(C)n(-c2ccc(OC)cc2)c2ccc(O)cc12,78.9,5.8,69.7[fluorescence artefact?],17.8*,-3.0,29.9,18.5*,1.3,39.7
Cc1cccc2cc(COC(=O)C(C)C)c(=O)[nH]c12,95.7,12.0,126.3,96.9,4.7,-4.6,108.1,1.1,1.6[fluorescence artefact?]
COc1ccc(-c2nnn(CC(=O)N(Cc3cccs3)C(C)C(=O)NCCC(C)C)n2)cc1OC (centres undefined),93.3,-0.9,106.1,96.9,7.2,7.8[fluorescence artefact?],94.7,·,-5.1[fluorescence artefact?]
Cc1ccc2nsnc2c1S(=O)(=O)N1CCN(CCc2ccccc2)CC1,96.0,-1.6,96.4,98.8,-12.9,23.1,96.9,1.2,14.1
Cc1cnc(C(=O)OCC(=O)NC(C)C)cn1,105.4,·,114.7[fluorescence artefact?],92.1,10.0,5.0,103.2,1.1,-4.7[fluorescence artefact?]
O=C(NCc1ccccc1)c1ccc(C2SCC(=O)N2Cc2ccccc2)cc1 (centres undefined),98.9,·,98.7,94.0,7.4,-21.2,61.1,1.2,-13.4[fluorescence artefact?]
Cc1nc(SCC(=O)N2CC(C)OC(C)C2)nc(C)c1C (centres undefined),105.7,-1.7,70.4,100.5,-6.1,18.6,74.3,1,-6.9
O=C(Nc1ccccc1)N1CCC(C(=O)N(Cc2ccco2)Cc2cccs2)CC1,·,-0.7,106.5[fluorescence artefact?],92.4,-15.3,8.2,77.8,1.1,4.1
Cc1nnc(NC(=O)c2ccc(-c3cccc(C(F)(F)F)c3)o2)s1,86.0,70.6,288.5*,84.3,-1.4,43.6[fluorescence artefact?],90.5,1,45.9

# An excerpt from above in order of heavy-atom count, ascending:
SMILES,Lung fibro prol,Mac1 fbg enh,ERa SRC1 pot,HUVEC inhibit,Smad3 FoxH1 inh,ERa SRC1 inh,H69AR inhibit,MT1-MMP txn act,ERb coact inh
COC(=O)c1c(C)cc(C)n2c1nc1ccccc12,102.3,-1.1,114.9,98.1,5.2,3.5,101.8,1.1,0.3
Cc1ccc(C(=O)C2OC(=O)C(C)(C)C(=O)C2(C)C)cc1 (centres undefined),104.9,-11.0,96.1,104.8,-7.8,-0.7,101.9,1.1,-14.7
CC(C)OC(=O)c1cccc(C(=O)Oc2ccc(Br)cc2)n1,89.5,0.2,86.3,79.1,3.1,-7.3,74.6,1.1,4.6
CCOC(=O)c1cc(-c2ccccc2)nc2c1c(C)nn2-c1ccccn1,65.9,-1.6,88.6,77.0,-0.7,14.8[fluorescence artefact?],44.8,1.3,12.0[fluorescence artefact?]
CCc1ccc(NC(=O)CSc2nnc(Cn3c(=O)sc4ccccc43)n2C)cc1,102.8,·,194.3,77.0,4.8,20.7[fluorescence artefact?],76.9,1,19.4

# Next part:
SMILES,Lung fibro prol,Mac1 fbg enh,ERa SRC1 pot,HUVEC inhibit,Smad3 FoxH1 inh,ERa SRC1 inh,H69AR inhibit,MT1-MMP txn act,ERb coact inh
Cc1cc(N2C(=O)C(=O)/C(=C(/O)c3ccc(F)cc3)C2c2ccc(Cl)cc2)no1 (centres undefined),99.8,1.8,91.3,74.8,4.8,-4.2,110.6,1.3,-10.3
Cn1cccc1C(=O)NC(=O)COC(=O)c1ccccc1O,111.2,-0.7,124.8,106.0,8.6,-3.0,98.8,1.1,2.0
COC(=O)C1=C(N)n2c(s/c(=C\c3cccnc3)c2=O)=C(C(=O)OC)C1c1cccnc1 (centres undefined),110.0,1.2,79.6[fluorescence artefact?],102.5,-15.4,-4.0,86.1,0.9,2.1[fluorescence artefact?]
Clc1ccc(-n2ncc3c(NCc4ccco4)ncnc32)cc1,80.4,·,118.9,75.0,0.7,-3.7,11.7*,1.3,6.1
CCN(CC)c1ncc(C)c(=O)[nH]1,98.1,·,105.6,99.0,14.6,2.6,93.7,1.2,0.7
C=C(C)CSc1nc(N)c2c3c(sc2n1)CCC3,99.4,32.5,125.0,95.0,6.0,3.4,92.1,1.7,1.6
N#Cc1c(NC(=O)CSC2=NCCS2)sc2c1CCCC2,98.1,-1.1,75.5,89.6,-8.2,7.0,71.4,1.2,16.8[fluorescence artefact?]
